# Screens from PubChem.
# FLuc stim CS – affects firefly luciferase, flagging false hits in luciferase stimulation screens. P08659. ATPlite luciferase biochemical, luminescence, 10 min; 0 = ATP-free wells, 1 = DMSO control. activation factor at 10 µM. 200,000 tested, under 10 active. AID 1027;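 active means luciferase activation factor, scaled between plate controls, of at least 2 with compound at 10 µM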
# Target sequence (P08659 whole entry, looked up): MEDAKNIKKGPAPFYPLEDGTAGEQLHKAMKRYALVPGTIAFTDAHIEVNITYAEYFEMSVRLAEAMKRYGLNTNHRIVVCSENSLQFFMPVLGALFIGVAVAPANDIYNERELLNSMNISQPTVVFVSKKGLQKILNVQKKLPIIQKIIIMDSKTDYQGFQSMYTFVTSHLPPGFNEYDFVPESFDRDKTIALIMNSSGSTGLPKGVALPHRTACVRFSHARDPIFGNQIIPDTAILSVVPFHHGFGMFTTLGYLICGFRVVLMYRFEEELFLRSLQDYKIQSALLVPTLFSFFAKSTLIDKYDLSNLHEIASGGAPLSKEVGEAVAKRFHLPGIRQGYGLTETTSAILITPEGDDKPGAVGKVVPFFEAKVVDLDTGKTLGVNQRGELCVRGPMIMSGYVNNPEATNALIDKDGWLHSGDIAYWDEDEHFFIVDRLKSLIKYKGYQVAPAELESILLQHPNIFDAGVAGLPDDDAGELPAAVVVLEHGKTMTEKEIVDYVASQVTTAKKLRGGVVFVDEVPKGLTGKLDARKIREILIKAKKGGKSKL
#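 Material: Luciferase/luciferin reagent mix | Doses: Test compounds dosed from 2 mM stocks in 100% DMSO | Timing: 10 min incubation after luciferase reagent addition, room temperature | Measured by: Luminescence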
# TNAP inh hiacc – TNAP (human) inhibition, high acceptor. purified TNAP, CDP-star luminescence, 1 M DEA. inhibition, % at 20 µM. P05186. actives 0.03% (n = 200,000);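 active means over 50% inhibition of tissue-nonspecific alkaline phosphatase at 20 µM in the single-dose screen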;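 further: plate controls were DMSO wells for no effect and EDTA-quenched wells as full inhibition for full effect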
# Target sequence (P05186 whole entry, looked up): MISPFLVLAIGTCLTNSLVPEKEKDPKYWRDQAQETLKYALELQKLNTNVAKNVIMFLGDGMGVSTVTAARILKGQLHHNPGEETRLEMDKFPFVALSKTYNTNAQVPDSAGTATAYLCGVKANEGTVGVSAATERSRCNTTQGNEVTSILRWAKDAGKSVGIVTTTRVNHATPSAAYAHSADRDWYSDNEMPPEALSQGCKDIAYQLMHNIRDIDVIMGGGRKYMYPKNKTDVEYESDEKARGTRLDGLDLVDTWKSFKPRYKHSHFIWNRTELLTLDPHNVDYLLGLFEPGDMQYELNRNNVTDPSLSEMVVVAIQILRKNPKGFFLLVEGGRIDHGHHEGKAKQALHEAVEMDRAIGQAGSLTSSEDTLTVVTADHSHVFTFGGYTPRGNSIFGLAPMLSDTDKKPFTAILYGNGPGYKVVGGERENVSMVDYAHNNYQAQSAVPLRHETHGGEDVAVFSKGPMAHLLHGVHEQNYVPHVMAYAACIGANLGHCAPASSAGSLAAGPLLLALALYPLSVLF
# TNAP inh no acc – blocks human TNAP activity with no phosphate acceptor present | purified TNAP, CDP-star luminescence, 30 min | inhibition, % at 20 µM | actives 0.26% (n = 200,000) | P05186;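 active means tissue-nonspecific alkaline phosphatase inhibition above about 50% at 20 µM in the single-dose screen, limit read from the data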;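 further: 0% = DMSO negative control and 100% = EDTA positive control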
# PMI act hi M6P – increases human PMI activity with near-saturating mannose 6-phosphate; actives 0.34% (n = 190,000); P34949; coupled PMI enzyme assay, resazurin fluorescence, 20 min; stronger effect = higher value; 1 = untreated enzyme, 0 = substrate-free blank; activation factor at 20 µM;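 active means activation factor of 2 or more at 20 µM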
#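 Material: human phosphomannose isomerase with PGI, G6PDH, diaphorase coupling enzymes; amount: PMI at 15 ng/mL final; also added: Mannose-6-phosphate 1.0 mM (near-saturating) plus 0.22 mM NADP+; incubation: enzyme reaction with compound 20 min at room temperature; signal: resorufin fluorescence (Ex 544/Em 590 nm) from resazurin via diaphorase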
# Efa HMGR inh – inhibitors of class II HMG-CoA reductase from Enterococcus faecalis. purified E. faecalis HMGR, NADPH absorbance 340 nm kinetic. inhibition, % at 10 µM. actives 0.41% (n = 190,000). AID 1066;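 active means inhibition above a set limit, the median over all tested compounds plus 3 SD, cut at about 9.5% in these data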;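 further: enzyme runs in reverse so mevalonate oxidation gives rising NADPH absorbance; 0% = complete reaction with DMSO and 100% = background rate lacking mevalonate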
# PMI act – phosphomannose isomerase (human) activation; activation factor at 20 µM; P34949; purified human PMI, coupled resazurin fluorescence, 20 min; stronger effect = higher value; 1 = vehicle control, 0 substrate-free wells; actives 0.005% (n = 190,000);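 active means activation factor of 2 or more at 20 µM, relative to plate controls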
# G6PDH CS – inhibits Leuconostoc G6PDH, flagging false hits in G6PDH-based assays; Purified L. mesenteroides G6PDH, diaphorase/resazurin coupled fluorescence, 45 min; inhibition, % at 5 µM; actives 0.12% (n = 200,000); AID 1020; in the data active means inhibition above about 50%
# Diaphorase inh – inhibits diaphorase or chemically oxidizes, flagging diaphorase assay artifacts; inhibition, % at 20 µM; diaphorase resazurin-to-resorufin fluorescence, NADH, 16 min; bacterial (C. kluyveri) enzyme, not human; actives 0.69% (n = 190,000);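 active means primary screen inhibition at 20 µM above a set limit, cut at about 50% in these data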;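 further: plate controls were DMSO with full reaction for no effect and wells lacking NADH for full effect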
#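 controls = No-NADH positive control and DMSO neutral control | system = Clostridium kluyveri diaphorase enzyme | timing = reaction incubation of 16 min at room temperature | signal = resorufin fluorescence 544/590 nm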
# Diaph act CS – diaphorase activation or chemical reduction counter-screen; Diaphorase/resazurin coupled assay, resorufin fluorescence, 16 min; stronger effect = higher value; 1 = vehicle wells, 0 = NADH-free wells; activation factor at 20 µM; actives 0.005% (n = 190,000);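 active means diaphorase activity raised at least twofold by the compound at 20 µM; inactive means activation factor below 2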
#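 Test system: Clostridium kluyveri diaphorase, purified enzyme; input: enzyme 0.07 U/mL final; buffer or medium: 50 mM HEPES pH 7.4 with 4.542 mM MgCl2, 0.005% Tween 20; also added: 0.114 mM NADH and 0.1 mM resazurin, final amounts; schedule: 16 min enzyme reaction, ambient temperature; technique: fluorescence of resorufin, 544 nm excitation, 590 nm emission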
# TNAP act hiacc – increases human TNAP activity under high phosphate acceptor concentration; purified TNAP, CDP-star luminescence, 1 M DEA, 30 min; stronger effect = higher value; 0 = EDTA background, 1 = DMSO-only activity; activation factor at 20 µM; 200,000 tested, under 10 active; AID 1136;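 active means activation factor at least 2 at 20 µM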
#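 Test system – human TNAP · Doses – 20 µM single point · Incubation – 30 min, room temperature · Signal – luminescent substrate turnover signal · Read-out basis – activation factor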
# * hit, by the source's call; . = no result given. The order is random. About 1.7% of those tested had a hit in this group.
No.	structure	Efa HMGR inh	PMI act hi M6P	TNAP inh no acc	PMI act	TNAP inh hiacc	G6PDH CS	Diaph act CS	Diaphorase inh	FLuc stim CS	TNAP act hiacc
1	CCC(C)NC(=O)c1cn(C)c(=O)c2cc(OC)c(OC)cc12 (stereo not drawn)	-10	0.9	-12	0.8	-5	4	0.7	27	1	1
2	COc1cc2c(C(=O)N3CCN(C4CCCCC4)CC3)cn(CC(C)C)c(=O)c2cc1OC	-3	0.9	-7	1	-1	-5	0.9	11	1.1	1
3	COc1cc(C(=O)NCc2nnc(SCC(=O)N3CCOCC3)o2)cc(OC)c1OC	2	1	-9	1	-4	1	0.9	5	1.1	1
4	COc1ccc2cc(C(=O)C3CCCN(C(=O)c4csnn4)C3)ccc2c1 (stereo not drawn)	-3	0.9	-8	0.9	-3	0	0.9	6	1	1
5	Cc1ccc(C(=O)N(Nc2nc3ccccc3s2)C(=O)c2ccc(C)cc2)cc1	-8	1	-6	1	-4	1	1	2	1	1
6	NNC(=O)c1cc2ccccc2[nH]1	-6	1	-14	1.1	-5	-2	1	4	1	1
7	O=C(O)c1ccccc1S(=O)(=O)Cc1ccccc1	-1	0.9	-5	0.9	1	10	0.9	12	1.1	1
8	COc1ccc(S(=O)(=O)n2nc(OC(=O)c3ccco3)cc2N)cc1	1	0.9	3	0.9	1	4	0.9	12	1	1
9	COc1cccc(NC(=O)Nc2ccc(C(C)(C)C)cc2)c1	-9	0.9	-24	0.8	-7	5	0.8	24	0.6	1.1
10	Nc1ccc(Nc2nc(-c3cc4ccccc4oc3=O)cs2)cc1	-1	.	1	.	0	12	.	.	0.9	1
11	COc1ccc(/C=N/NC(=O)c2cc(OC)c(OC)c(OC)c2)cc1CN1CCc2cc(OC)c(OC)cc2C1C (stereo not drawn)	-3	0.9	-17	1.1	-1	1	1.1	-11	1.1	1
12	COc1cccc(CN2CCN(Cc3ccc4c(NC(C)=O)cccc4n3)CC2CCO)c1 (stereo not drawn)	1	0.9	-12	0.9	-6	10	0.7	26	1.1	1.1
13	O=C(CCSc1ccccc1)Nc1ncccn1	-4	0.9	-4	1	-4	22	0.9	6	1.1	1
14	CCOc1c(Cl)cc(CNCc2ccncc2)cc1OC	-3	1.1	0	1.2	-4	3	1	-2	1.1	1
15	COc1ccc(-c2nc3ccccc3c(=O)n2CCOc2ccc(C)cc2C)cc1	-1	1	7	1	-7	0	1	0	1	1.1
16	Cc1cc(C(=O)CSc2nncs2)c(C)n1-c1ccc2c(c1)OCO2	-2	0.9	6	1	-2	-17	0.9	8	0.9	1
17	CCCCN(C)C(=O)c1nc2ccccn2c1CN1CCN(C(=O)c2cccs2)CC1	0	0.8	-10	0.8	-6	14	0.8	21	1	1.1
18	CCOc1ccc(/C=C2\SC(=S)N(CC(=O)N(CCO)C(C)(C)C)C2=O)cc1	-5	0.9	-1	0.9	-1	12	0.8	17	1	1
19	Cc1cc(NC(=O)CSc2nccn2-c2ccc(F)cc2)no1	0	1	3	1	2	6	1	-2	1.2	1
20	Cc1ccc(-n2c(SCC(=O)N(C)C3CCS(=O)(=O)C3)nc3ccccc3c2=O)cc1 (stereo not drawn)	18*	1.1	-10	1	-7	2	0.9	14	1.1	1.1
21	CCOc1ccc(-c2ccc(SC)nn2)cc1	4	0.9	-7	1	-5	6	0.9	13	0	1
22	CSc1nc2nc(C(F)(F)F)cc(-c3ccccc3)n2n1	-8	1	10	1	0	7	0.8	16	1	1
23	CCOc1ccccc1NC(=S)N(CCC(C)C)C1CCN(C(C)=O)CC1	8	0.9	-5	1	-3	4	1	1	1	1
24	NC(=S)Nc1ncc(C(F)(F)F)cc1Cl	-1	0.9	-2	1	-2	0	0.7	29	1	1
25	CCCc1c(O)c2ccccc2[nH]c1=O	-3	1	-11	1	-6	4	1	-2	1.1	1.1
26	CCN(CC)c1nc(Nc2ccccc2)nc(Oc2ccc(=O)n(C)n2)n1	-1	1.1	7	1	-6	15	1.2	-19	1	1.1
27	CCCCOc1ccc(C(=O)NCCCC(=O)N2CCCCC2)cc1	2	1	-14	1	-6	0	0.8	15	1.1	1.1
28	Cc1cccc(-c2noc(CCC(=O)NCC3CCCO3)n2)c1 (stereo not drawn)	-8	1	-9	0.9	-4	2	0.8	18	1	1
29	OCC1CCCN(c2nc(CN3CCCCC3)nc3scc(-c4ccccc4)c23)C1 (stereo not drawn)	-11	1	-14	0.9	-5	-11	0.9	12	1	1
30	COc1ccc2[nH]c(C)c(C(=O)CN3CCN(C/C=C/c4ccccc4)CC3)c2c1	2	0.9	-5	1	-2	8	1	3	1.1	1
31	Cc1ccc2c(c1)C(=O)C(=O)N2CCCOc1ccccc1C	-1	0.8	0	0.8	3	0	0.9	12	0.9	1
32	C=CCn1c(SCC(=O)NC(=O)NCC(C)C)nnc1C1CCCCC1	-1	1	-12	1	-9	-1	0.9	14	1.1	1.1
33	O=C(C1CCCN(S(=O)(=O)Cc2ccccc2)C1)N1CCC(Cc2ccccc2)CC1 (stereo not drawn)	-10	0.9	-9	0.8	-7	2	0.7	26	1	1.1
34	COc1ccccc1CNC(=O)C1CCN(S(C)(=O)=O)CC1	1	0.9	-10	0.8	-4	6	0.9	14	1	1
35	O=C(COC(=O)c1cccnc1Nc1ccccc1F)NCCN1C(=O)CSC1=O	1	0.9	-7	0.9	2	-1	0.9	11	1	1
36	N#Cc1nc(-c2ccccc2)oc1NCc1ccco1	-10	0.8	3	0.8	-2	0	0.8	19	1	1
37	COc1ccc(CNc2nc(NCc3ccc(OC)cc3)n(S(C)(=O)=O)n2)cc1	-6	1	-8	0.9	0	8	0.9	11	1.1	1
38	Cc1cnc(NC(=O)CCCSc2nc3ccccc3s2)s1	2	1	-13	1.1	-4	-2	0.9	5	1	1
39	CCC(=O)N1N=C(c2ccc(NS(=O)(=O)CC)cc2)CC1c1ccc(C)cc1 (stereo not drawn)	-5	1	6	1.1	-2	3	0.8	19	1	1
40	COc1cc(C(=O)N2CC(C)OC(C)C2)c([N+](=O)[O-])cc1OC (stereo not drawn)	-2	0.9	-1	0.9	-4	-11	0.9	11	1.1	1
41	Cc1noc(C)c1COC(=O)c1cc2c3ccccc3n(C)c2s1	0	1.1	4	1.1	-6	2	0.7	28	1.1	1.1
42	CCCCn1c(CN2CCN(c3cccc(Cl)c3)CC2)nc2c1c(=O)n(C)c(=O)n2C	-5	1	-2	0.9	-5	19	0.8	16	1	1.1
43	COc1nc(OC)nc(N(C)CCO)n1	-4	1	-14	1	-5	-2	0.8	16	1	1
44	O=C(CN1CCCN(Cc2ccc(F)cc2Cl)C1=O)NC1CCCCCC1	1	1	-17	1	-4	-10	0.9	12	1	1
45	COc1cc(C(=O)OCCN2CCOCC2)ccc1O	2	0.9	-5	0.9	0	15	0.8	17	1	1
46	CC(=O)Nc1cccc(NC(=O)Nc2cccc(F)c2)c1	-4	0.9	-7	0.9	-3	5	0.9	14	0.8	1
47	CCOC(=O)CSc1nc2ccccc2c(=O)n1CC1COc2ccccc2O1 (stereo not drawn)	-2	1.1	3	1	-4	12	0.9	13	1	1
48	COc1ccc2cc3[n+](cc2c1OC)CCc1cc2c(cc1-3)OCO2	-8	0.7	-10	0.9	1	6	1	2	1	1
49	CN1C(=O)/C(=C/c2ccco2)SC1=Nc1ccc(N2CCOCC2)cc1	-2	1.1	12	1	0	-2	0.9	12	1	1
50	COc1ccc(-c2nc(C#N)c(NCc3ccc(F)cc3)o2)cc1OC	-2	0.9	-11	0.9	-2	0	0.9	10	1.1	1
51	CCNC(=S)N1CCc2cc(OC)c(OC)cc2C1COc1ccccc1OC (stereo not drawn)	-1	0.8	-14	0.8	-3	5	0.8	18	1	1
52	Cc1cc(C)c2c(c1)OC(O)(C(F)F)CC2=O (stereo not drawn)	1	1.1	-19	1	-7	5	0.9	8	1	1.1
53	CCOC(=O)C1=C(C)NC(C)=C(C(=O)OCC)C1C(=O)OCC(=O)NC	-1	1	-11	1	-4	6	0.9	15	1.1	1
54	Cc1cc(C)cc(NC(=O)C2CCCN2C(=O)Oc2ccccc2)c1 (stereo not drawn)	-5	0.9	-13	1	-13	10	0.9	6	1.1	1.1
55	CCc1cc(C(=O)Nc2ccc(C)cc2Br)cs1	-7	1	-5	1.1	-5	10	1.1	-8	0.7	1.1
56	Cn1c(=O)[nH]c(=O)c2c1nc(NCCCn1ccnc1)n2Cc1ccc(F)cc1	-2	0.9	-14	0.9	-5	8	0.9	9	1.1	1.1
57	Cc1ccc(C(=O)Nc2cc3c(oc2=O)CCCC3=O)cc1	3	1.1	-9	1	1	1	1	3	1	1
58	Cc1ccnc(NC(=O)c2ccc(N3C(=O)CCC3=O)cc2)c1	4	1.1	0	1.1	-4	12	1.2	-19	0.2	1
59	CC(C)CCNC(=O)NC(=O)COC(=O)C1=COCCO1	-3	1.1	-12	1.1	-3	3	1	5	1.1	1

# Six of these compounds in another layout:
54) Cc1cc(C)cc(NC(=O)C2CCCN2C(=O)Oc2ccccc2)c1 (stereo not drawn)
55) CCc1cc(C(=O)Nc2ccc(C)cc2Br)cs1
56) Cn1c(=O)[nH]c(=O)c2c1nc(NCCCn1ccnc1)n2Cc1ccc(F)cc1
57) Cc1ccc(C(=O)Nc2cc3c(oc2=O)CCCC3=O)cc1
58) Cc1ccnc(NC(=O)c2ccc(N3C(=O)CCC3=O)cc2)c1
59) CC(C)CCNC(=O)NC(=O)COC(=O)C1=COCCO1
Assay by compound | 54 | 55 | 56 | 57 | 58 | 59
Efa HMGR inh | -5 | -7 | -2 | 3 | 4 | -3
PMI act hi M6P | 0.9 | 1 | 0.9 | 1.1 | 1.1 | 1.1
TNAP inh no acc | -13 | -5 | -14 | -9 | 0 | -12
PMI act | 1 | 1.1 | 0.9 | 1 | 1.1 | 1.1
TNAP inh hiacc | -13 | -5 | -5 | 1 | -4 | -3
G6PDH CS | 10 | 10 | 8 | 1 | 12 | 3
Diaph act CS | 0.9 | 1.1 | 0.9 | 1 | 1.2 | 1
Diaphorase inh | 6 | -8 | 9 | 3 | -19 | 5
FLuc stim CS | 1.1 | 0.7 | 1.1 | 1 | 0.2 | 1.1
TNAP act hiacc | 1.1 | 1.1 | 1.1 | 1 | 1 | 1
